ASAP1 GAP inh: inhibitors of human ASAP1 ArfGAP activity, primary screen, biochemical, fluorescence polarization; Arf-GAP with SH3 domain, ANK repeat and PH domain-containing protein 1 (Homo sapiens), …; inhibition, % at 16.5 µM; 360,000 compounds, 0.19% hits; ASAP1-stimulated ARF1 GTP hydrolysis, GDP FP detection; in the data active = inhibition above about 25%;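 note: 0% = vehicle with enzyme and substrate and 100% = no enzyme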
Target sequence (Q9ULH1 325-724 limits assumed): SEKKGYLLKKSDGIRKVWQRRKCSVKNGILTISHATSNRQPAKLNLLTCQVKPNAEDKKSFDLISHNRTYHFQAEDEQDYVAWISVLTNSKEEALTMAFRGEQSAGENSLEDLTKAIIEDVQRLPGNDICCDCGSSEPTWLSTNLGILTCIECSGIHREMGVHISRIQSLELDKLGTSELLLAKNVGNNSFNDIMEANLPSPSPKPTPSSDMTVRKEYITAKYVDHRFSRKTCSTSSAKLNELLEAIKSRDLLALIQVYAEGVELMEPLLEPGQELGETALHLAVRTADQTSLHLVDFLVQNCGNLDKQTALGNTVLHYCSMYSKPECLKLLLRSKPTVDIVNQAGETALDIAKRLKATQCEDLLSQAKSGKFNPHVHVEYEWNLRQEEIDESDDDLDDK
HTRA1 inh: HTRA1 serine protease inhibitors, primary screen, biochemical, fluorescence polarization, HTS; Q92743; recombinant HTRA1, FP-rhodamine activity-based probe; inhibition, % at 5.96 µM; 340,000 compounds, 0.5% hits; AID 504803, 2011; in the data active = inhibition above about 36%;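 note: 0% = enzyme with DMSO and 100% = wells lacking enzyme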
Target sequence (Q92743 whole entry, looked up): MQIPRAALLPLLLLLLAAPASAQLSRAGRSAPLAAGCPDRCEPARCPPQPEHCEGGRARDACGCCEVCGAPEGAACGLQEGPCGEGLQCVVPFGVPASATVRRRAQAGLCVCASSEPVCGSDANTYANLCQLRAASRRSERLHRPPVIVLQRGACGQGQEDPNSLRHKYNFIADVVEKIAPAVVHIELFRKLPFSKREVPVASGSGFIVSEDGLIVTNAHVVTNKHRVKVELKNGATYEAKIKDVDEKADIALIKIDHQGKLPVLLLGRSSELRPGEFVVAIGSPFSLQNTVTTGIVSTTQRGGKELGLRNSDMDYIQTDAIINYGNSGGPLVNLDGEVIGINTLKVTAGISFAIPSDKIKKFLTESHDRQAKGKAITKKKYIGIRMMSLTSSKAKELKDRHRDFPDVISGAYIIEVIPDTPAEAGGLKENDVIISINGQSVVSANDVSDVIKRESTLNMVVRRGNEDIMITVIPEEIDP
ARFGAP1 inh: inhibitors of rat ARFGAP1 GAP activity, primary screen, biochemical, fluorescence polarization, GDP tracer; ADP-ribosylation factor GTPase-activating protein 1 (Rattus norvegicus), Q62848; 360,000 compounds, 0.26% hits; AID 651572, 2012; Arfgap1-stimulated ARF1 GTP hydrolysis, GDP FP detection; inhibition, % at 16.5 µM;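 active = inhibition above a per-plate limit, mean inhibition of low control wells plus 3 SD, cut at about 25% in these data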;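 note: 0% = DMSO wells with enzyme and 100% = wells lacking Arfgap1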
Target sequence (Q62848 1-136 limits assumed): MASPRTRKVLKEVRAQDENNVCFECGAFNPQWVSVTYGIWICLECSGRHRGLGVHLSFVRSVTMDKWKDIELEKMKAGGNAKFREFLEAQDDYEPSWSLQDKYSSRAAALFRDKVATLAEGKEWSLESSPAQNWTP
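Material: rat Arfgap1 catalytic domain, aa 1-136; also added: human ARF1(Δ1-17)-GTP substrate; compound dosing: one concentration, 16.5 µM, DMSO 1.26%; incubation: GTP hydrolysis reaction 2 h at 25 °C; measured by: Tracer-displacement fluorescence polarization with EDTA stop, 620/688 nm; evaluation: % inhibition from polarization; repeats: one replicate per compound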
rCAG RNA binder: binders of r(CAG) RNA repeats, primary screen, biochemical, fluorescence. r(CAG) RNA repeat, TO-PRO-1 dye displacement fluorescence. inhibition, % at 3 µM. 370,000 compounds, 1.3% hits. AID 651821, 2012;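 active = inhibition above the plate cutoff, the mean of all test compounds on that plate plus 3 SD, cut at about 35% in these data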;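 note: 0% = DMSO alone and 100% = 100 µM mitoxantrone as full dye displacement; higher means more dye released from RNA so lower well fluorescence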
NPR2 activator: human GC-B receptor activators, primary screen, HEK293 GC-B cells, cGMP TR-FRET, EC30 CNP | Atrial natriuretic peptide receptor 2 (Homo sapiens), P20594 | 0% at EC30 CNP, 100% saturating CNP | activation, % at 10 µM | 370,000 compounds, 0.11% hits;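 active = activation at 10 µM reaching about 35% in either raw or pattern-adjusted values, limit read from the data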
SMARCA2 activ: SMARCA2 (BRM) function activators, primary screen, cell-based, luminescence, high throughput; activation, % at 9.1 µM; 370,000 compounds, 1% hits; MG213 cells, MMTV-luciferase reporter, dexamethasone, overnight; in the data active = activation above about 7.8%;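 note: 0% = vehicle wells and 100% = reference activator wells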
NPR1 activator: GC-A stimulated cGMP production enhancers – HEK293 GC-A cells, cGMP TR-FRET, EC30 ANP, primary screen; Atrial natriuretic peptide receptor 1 (Homo sapiens), P16066; 0% at EC30 ANP, 100% saturating ANP; activation, % at 10 µM; 370,000 compounds, 0.14% hits; AID 1671463, 2021; in the data active = activation above about 40%
PG9 binder: binders of HIV-1 gp120 antibody PG9, primary screen, biochemical, TR-FRET | AID 624416, 2012 | HIV-1 gp120 / PG9 antibody interaction | 360,000 compounds, 0.43% hits | inhibition, % at 6.7 µM | TR-FRET gp120-PG9 antibody binding; in the data active = inhibition above about 8.5%
Rev-erbA mod: modulators of Rev-erb alpha DNA binding, primary screen, biochemical, FITC-DNA, fluorescence polarization, uHTS; Rev-erbα–FITC-DNA binding, 90 min; 370,000 compounds, 0.79% hits; activity, % at 10 µM;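 active = activity above about 14%, limit read from the data; passing the limit was not always enough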;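 note: 0% = DMSO wells with 35 nM protein and 100% = DMSO wells with 750 nM protein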
mABHD4 FP: ABHD4 inhibitors, primary screen, biochemical, fluorescence polarization, mouse. AID 720543, 2013. (Lyso)-N-acylphosphatidylethanolamine lipase (Mus musculus), Q8VD66. purified mABHD4, FP-Rh probe fluorescence polarization. 370,000 compounds, 0.54% hits. inhibition, % at 8.92 µM;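 active = inhibition exceeding the mean over every tested compound plus 3 SD, cut at about 30% in these data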;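 note: 0% = plate median of compound wells and 100% = S159A mutant with DMSO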
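Test system: mouse ABHD4 enzyme, wild type. Reagent: FP-Rh fluorescent activity-based probe, added after compound pre-incubation. Timing: pre-incubation 45 min, probe exposure 60 min, at 25 °C. Technique: FP readout, ex 525 nm / em 598 nm. Benchmarks: high control S159A mutant with DMSO, low control median of compound wells.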
Numbers without * were called inactive; x = no result given.

SMILES	ASAP1 GAP inh	HTRA1 inh	ARFGAP1 inh	rCAG RNA binder	NPR2 activator	SMARCA2 activ	NPR1 activator	PG9 binder	Rev-erbA mod	mABHD4 FP
CSC1=NCCN1C(=O)c1ccc(S(=O)(=O)N2CCCCC2)cc1	-12.9	-5.8	3.2	0.1	-9.6	-1.7	-1.8	0.6	-0.9	-3.4
CC(=O)c1c(C)[nH]c(C(=O)OC2CCOC2=O)c1C (configuration not stated)	-1.2	3.8	-7.9	-0.1	0.9	0.3	-1.3	-0.2	5.7	-6.4
O=C(N/N=C/c1cccc(F)c1)c1c(O)c2c([nH]c1=O)CCCC2	1.0	4.5	-4.0	1.9	-0.8	-0.4	9.1	-2.3	-26.0	-6.6
Oc1ccc(/C(Cc2ccc3ccccc3n2)=N\Nc2ccccc2)c(O)c1	15.0	0.1	3.8	13.1	-5.5	4.8	-10.8	-4.4	5.4	6.6
O=C(CCS(=O)(=O)c1ccc2c(c1)NC(=O)CS2)NCc1cccs1	-4.2	4.9	-1.1	3.0	2.8	-1.4	1.1	-0.1	0.9	-2.3
Cc1ccc(N2C(=O)NC(NS(=O)(=O)c3ccccc3)(C(F)(F)F)C2=O)cc1 (configuration not stated)	2.7	2.5	9.5	4.8	3.2	0.1	4.2	-1.1	0.9	-0.1
COc1ccccc1CCNC(=O)CNC(=O)c1ccc2ccccc2c1	-2.6	-4.2	-11.4	-3.1	-1.0	-0.1	2.6	-0.8	3.0	-1.2
O=C(O)CCC(=O)N1CCN(c2nc(-c3ccccc3)c3ccccc3n2)CC1	-2.3	6.3	-1.7	7.3	0.4	-3.5	7.2	-0.1	-0.5	3.3
O=C(CO/N=C/c1c(Cl)cccc1Cl)NNC(=O)c1cccc(Cl)c1	-1.6	-4.5	-7.7	0.1	-2.7	3.0	-4.0	-2.4	6.5	4.8
Cn1c(NCc2ccc(Cl)cc2)nc2ccccc21	-7.5	3.0	5.9	-3.3	0.2	8.3*	-5.4	-0.8	1.9	1.0
O=c1n(Cc2ccccc2F)c2ccccc2n1Cc1ccccc1F	-7.9	-23.1	6.8	-6.3	-2.9	-3.7	-18.0	1.3	-5.2	-23.1
O=C(Cn1nc(-c2ccccc2)ccc1=O)NCc1ccc2c(c1)OCO2	-8.3	-5.6	2.6	-2.9	5.3	-1.8	8.0	-1.9	0.1	1.4

Records above that bear a hit mark in SMARCA2 activ:
structure	ASAP1 GAP inh	HTRA1 inh	ARFGAP1 inh	NPR2 activator	SMARCA2 activ	NPR1 activator	PG9 binder	Rev-erbA mod	mABHD4 FP
Cn1c(NCc2ccc(Cl)cc2)nc2ccccc21	-7.5	3.0	5.9	0.2	8.3*	-5.4	-0.8	1.9	1.0

3 structures out of the list, sorted by number of heavy atoms, smallest number first:
SMILES	ASAP1 GAP inh	HTRA1 inh	ARFGAP1 inh	rCAG RNA binder	NPR2 activator	SMARCA2 activ	NPR1 activator	PG9 binder	Rev-erbA mod	mABHD4 FP
Cn1c(NCc2ccc(Cl)cc2)nc2ccccc21	-7.5	3.0	5.9	-3.3	0.2	8.3*	-5.4	-0.8	1.9	1.0
O=c1n(Cc2ccccc2F)c2ccccc2n1Cc1ccccc1F	-7.9	-23.1	6.8	-6.3	-2.9	-3.7	-18.0	1.3	-5.2	-23.1
COc1ccccc1CCNC(=O)CNC(=O)c1ccc2ccccc2c1	-2.6	-4.2	-11.4	-3.1	-1.0	-0.1	2.6	-0.8	3.0	-1.2

(further entries)
SMILES	ASAP1 GAP inh	HTRA1 inh	ARFGAP1 inh	rCAG RNA binder	NPR2 activator	SMARCA2 activ	NPR1 activator	PG9 binder	Rev-erbA mod	mABHD4 FP
O=C(c1ccc(Nc2cccc(C(F)(F)F)c2)nc1)N1CCCC1	-7.1	-17.0	-9.5	-1.7	0.0	3.3	-1.6	0.8	-0.9	-8.2
Cc1ccccc1OCC(=O)Nc1cccc(S(=O)(=O)NC2=NCCC2)c1	-2.6	0.5	9.8	1.8	-1.6	1.5	1.8	-1.1	0.1	-3.3
Cc1ccc(-n2c(O)c(C=Nc3ccc(S(=O)(=O)Nc4ncccn4)cc3)c3ccccc3c2=O)cc1C	-12.6	1.6	5.9	-0.3	-4.8	-5.4	-21.9	1.2	-4.4	-17.9
CC1CC2(CCCC2)N(C(=O)c2ccccc2)Cc2ccccc21 (configuration not stated)	8.1	-14.5	-3.0	-7.6	-3.4	-4.9	-9.3	-1.4	1.1	1.7
COc1ccc(CC(NC(C)=O)C(=O)NC2CCN(C(=O)C3CC3)CC2)cc1OC (configuration not stated)	1.6	6.8	-5.2	-3.0	-2.6	-3.3	-1.3	0.4	2.3	-0.5
COc1ccc(CNC(=O)CSCc2cccc(Cl)c2)cc1	-0.5	2.4	5.0	-1.2	-0.8	-1.6	0.3	1.3	6.1	-4.4
CCCCOCCCNc1ncnc2c1[nH]c1ccccc12	-2.4	-3.0	-1.8	1.9	-6.0	-5.8	6.9	-2.7	-4.2	1.9
CC(C)NC(=O)Nc1ccc2c(c1)C(=O)N([C@H](C)CO)C[C@H](C)[C@@H](CN(C)S(=O)(=O)c1ccccc1)O2	-0.3	3.4	0.8	-6.0	0.3	1.7	1.2	-1.1	8.8	-0.5
O=c1[nH]c2cc3c(cc2cc1CN(CCc1ccccc1)Cc1nnnn1CC1CCCO1)OCO3 (configuration not stated)	-4.5	3.6	17.4	-2.1	1.6	-1.8	-1.2	0.7	9.0	6.0
CC(=O)NNS(=O)(=O)c1ccc(-c2cc(C(F)(F)F)n(C)n2)s1	4.4	-2.9	4.1	3.8	3.4	-4.2	0.9	-3.0	5.4	5.0
CCN1C[C@@H]2[C@@H]3C(=O)N(C)C(=O)[C@@H]3[C@](CC)(C(=O)OC)N2C1=NCc1ccccc1	3.3	1.3	-1.6	-1.2	4.2	-5.8	3.2	-0.2	6.4	-5.4
Cc1cc(NS(=O)(=O)c2ccc(NC(=O)CCCOc3cccc(C)c3C)cc2)no1	12.0	-11.2	-1.6	63.1*	-1.4	-3.7	-3.5	-3.0	-0.5	-12.7
N#CCCN1CCN(C(=S)c2ccc(-c3cccc(Cl)c3)o2)CC1	9.0	-16.3	-3.2	13.9	72.7*	4.8	20.8	-2.3	-2.8	9.1
COc1ccc(C(CCOC(=O)Oc2ccccc2)c2cc(OC)cc(OC)c2)cc1 (configuration not stated)	x	x	x	3.0	2.0	2.7	-2.1	x	1.3	-8.1
COC(=O)C1CN(CCc2ccccc2)CCS(=O)(=O)N1Cc1ccccc1 (configuration not stated)	x	x	x	3.1	-2.6	-1.9	-0.4	x	0.6	2.8
Cn1c(Sc2ccc(Cl)cc2)c(C=O)c2ccccc21	-2.5	-32.8	1.8	2.9	11.5	-2.3	3.3	2.7	23.9	-17.7
COc1ccc(NC(=O)CCCSc2ccccc2)cc1	-6.4	-11.2	1.3	-2.5	-3.3	2.5	4.3	-1.2	-4.4	1.2
COc1c(C)cc(C(O)c2ncc(-c3cccc(C(F)(F)F)c3)[nH]2)cc1C (configuration not stated)	2.6	x	-0.1	0.7	-0.9	-7.3	-5.1	0.2	3.1	-8.7
O=C(COC(=O)C1CC(=O)N(C2CCCCC2)C1)c1ccc(F)cc1 (configuration not stated)	-2.6	1.2	-2.2	-2.2	-1.4	-2.2	2.0	-0.1	-1.2	-0.6
O=C(c1cc(C2CC2)nn1-c1ccccc1)N1CCN(S(=O)(=O)c2ccc(F)cc2)CC1	-10.9	-3.2	-5.7	1.2	-2.9	-4.0	-5.8	-1.3	-3.1	-0.5
COc1ccc2oc(C(=O)N3CCN(S(=O)(=O)c4c(C)c(C)cc(C)c4C)CC3)c(C)c2c1	-10.6	-17.6	-3.9	5.8	7.7	-1.2	-3.3	0.8	2.7	-6.9
O=C(Nc1cccc(F)c1)c1ccc(-c2ccccc2C(F)(F)F)o1	2.4	x	1.9	-0.7	-4.0	0.9	-3.1	0.7	-1.6	-43.8
COc1ccc(C(=O)/C=C/Nc2ccc(C)cn2)cc1OC	9.2	-10.8	3.4	1.3	-1.1	2.9	8.6	0.7	3.3	4.2
Cc1c(O[C@@H]2O[C@H](CO)[C@@H](O)[C@H](O)[C@H]2O)ccc2c1oc(=O)c1ccccc12	8.4	2.5	-6.5	2.1	2.6	-3.6	4.2	-0.5	-1.5	-4.9
COC(=O)[C@@]12C[C@@H](CC(=O)NCC3CCCCC3)C(=O)N(Cc3cccc4ccccc34)C1=CCC(C)(C)C2	10.4	x	4.4	3.5	0.1	-2.5	1.5	0.5	7.2	3.6
CC(C)(C)c1ccc(/C=C/C(=O)N2CCc3ccccc3C2)cc1	3.5	-37.1	-3.3	0.5	-0.4	1.4	0.3	-3.1	3.1	5.4
CCCOC(=O)c1ccc(NC(=O)c2nc3nc(C)cc(C)n3n2)cc1	-3.2	-3.6	4.6	-2.0	-2.5	-1.1	7.0	-0.2	3.0	-1.0
CC1(C)CC(C#N)(N2CCOCC2)CCO1 (configuration not stated)	7.4	4.5	0.2	33.5	4.5	0.8	3.8	-2.9	-0.8	-2.3
Cc1c(C(=O)OCC(=O)c2c(N)n(CC(C)C)c(=O)n(C)c2=O)oc2ccccc12	1.3	-42.5	14.0	4.4	-5.1	1.2	-3.7	-0.1	3.5	-9.9
COC(=O)/C(=C\c1c[nH]c2ccccc12)NC(C)=O	4.5	-2.8	-1.6	-1.4	2.8	-2.6	-0.6	-1.9	6.5	1.1
Cn1c(N)c(C(=O)COC(=O)C(Cc2ccccc2)NC(=O)c2ccccc2)c(=O)n(C)c1=O (configuration not stated)	12.4	-3.9	-2.0	-1.0	-5.8	-2.2	1.9	-0.3	-4.4	-7.5
COc1cccc(NC(=O)c2ccc3nc(C)c(N(C)Cc4ccc(NC(C)=O)cc4)n3c2)c1	4.0	x	1.3	1.5	2.2	-5.2	5.4	0.0	-1.8	1.4
CC(=O)O/N=C1\C(=O)N(Cc2ccc(C)cc2)c2ccccc21	-13.7	-35.5	-5.5	2.4	-0.3	-2.1	-3.6	0.9	7.2	-18.9
COc1ccc(CCNC(=O)C2CC3Cn4c(nc5cc(C)c(C)cc54)C3N2C)cc1 (configuration not stated)	1.3	-3.9	5.6	-5.3	9.2	0.4	-2.3	1.1	0.2	4.4
Cc1ccc(NC(=O)C(C)Sc2nnc(C3CC3)n2C2CC2)cc1S(=O)(=O)N1CCOCC1 (configuration not stated)	11.6	6.9	2.3	3.9	-1.2	-4.0	5.1	0.6	-5.1	3.6
COCCCNc1nc(-c2ccncc2)nc2ccccc12	11.5	-4.5	-0.5	-3.8	15.0	4.4	2.8	-0.9	-0.5	4.8
Cc1cccc2cc(CN(Cc3ccc(F)cc3)C(=O)C(F)(F)F)c3nnnn3c12	-1.7	2.7	-2.1	0.9	3.2	0.5	-2.7	0.8	2.8	3.2
